# Bioassay records as filed in PubChem BioAssay.
# GLP1R cytotox – cytotoxicity counter-screen for GLP-1 receptor inverse agonists. actives 0.13% (n = 410,000). Potency, µM (top dose mostly 38.3 µM), for the others: at the highest dose activity change, negative = inhibition, most hits filed as inhibitors. HEK293 cAMP-luciferase reporter cells, luminescence, 24 h. AID 624418;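 further: loss of luciferase light is scored as toxicity; on the % scale 0 is the no-effect control and ±100 the full control effect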
#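 Cells in DMEM/10% Nu serum/1% pen-strep, 1536-well format. Pre-incubated 12 h, dosed with 23 nL compound, incubated a further 24 h. Luciferase detection, 12 min at room temp, luminescence.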
# HT1080 IDH1KD tx – kills HT-1080 cells with IDH1 knockdown; actives 2% (n = 360,000); AID 686971; Potency, µM (titrated, usually from 46.1 µM), for inactives: top-dose activity, negative = toxicity, most hits filed as cytotoxic; HT-1080 IDH1 knockdown viability, ATP luminescence, 48 h;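 further: 0% = DMSO wells and -100% = cell-free medium wells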
#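 Assay cells: HT-1080 with IDH1 knockdown, 750 per well, RPMI/5% FBS. Exposure: 48 h at 37 °C following 2 h pre-incubation. Read: CellTiter-Glo luminescence; fitted concentration-response, curve class assigned.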
# GLP-1R agonist – GLP-1 receptor (human) agonism; HEK293 GLP-1R CRE-luciferase, luminescence, 4-6 h; cells express a hypersensitive GLP-1R form; Potency, µM (top dose mostly 45.6 µM), without a hit: at the top dose activation, hits mostly activators; actives 0.007% (n = 380,000); AID 624172; further: % of control where 0% means no effect
# Target sequence (P43220 whole entry, looked up): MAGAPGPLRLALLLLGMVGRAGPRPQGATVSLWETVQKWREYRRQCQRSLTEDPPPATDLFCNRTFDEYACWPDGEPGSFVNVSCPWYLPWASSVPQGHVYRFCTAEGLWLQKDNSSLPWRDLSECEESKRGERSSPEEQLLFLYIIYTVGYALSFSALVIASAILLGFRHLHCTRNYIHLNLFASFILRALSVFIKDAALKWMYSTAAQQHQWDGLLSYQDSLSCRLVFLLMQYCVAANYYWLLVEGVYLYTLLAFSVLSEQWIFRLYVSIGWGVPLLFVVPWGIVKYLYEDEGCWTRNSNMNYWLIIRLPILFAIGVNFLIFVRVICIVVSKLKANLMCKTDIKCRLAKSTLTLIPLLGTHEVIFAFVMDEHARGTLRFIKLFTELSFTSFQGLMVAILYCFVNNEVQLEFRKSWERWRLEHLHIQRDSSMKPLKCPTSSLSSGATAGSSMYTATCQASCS
# HT1080-NT tox – kills 2HG-producing HT-1080-NT fibrosarcoma cells. AID 686970. Potency, µM (doses to about 46.1 µM), for the others: top-dose activity, negative = less viability, actives largely listed as cytotoxic. actives 1.6% (n = 360,000). HT-1080-NT fibrosarcoma viability, CellTiter-Glo ATP luminescence, 48 h;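 further: NT is the 2HG producing partner of a matched IDH1 knockdown line; 0% = DMSO-treated cells and -100% = media-only wells without cells; nearly all actives have a fitted effect of over 55% in size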
#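 HT-1080-NT fibrosarcoma cells (2HG-overproducing), 750 cells/well in RPMI with 5% FBS, dosed after 2 h and incubated 48 h at 37C. CellTiter-Glo luminescence normalized to DMSO and no-cell wells; concentration-response curves fitted and classed.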
# TDP43 rescue – inhibitors of TDP-43 toxicity in yeast. TDP-43 expressing yeast growth rescue, BacTiter-Glo, 24 h. Potency, µM (doses to about 46.1 µM), without a hit: at the top dose growth rescue (activation), usual class: activators. actives 1.8% (n = 410,000); further: % of control where 0% means no effect; nearly all actives have a fitted effect of over 50% in size
#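 Growth rescue of TDP-43-toxic yeast measured as ATP luminescence (BacTiter-Glo). Cells grown to mid-log in raffinose, induced in galactose at OD600=0.02, exposed to compound 24 hr at 30 deg C.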
# KB-3-1 tox – KB-3-1 parental cell cytotoxicity. KB-3-1 viability, CellTiter-Glo ATP luminescence, 72 h. Potency, µM (highest dose often 46.1 µM), inactives show top-dose activity change, negative = cytotoxic, usual class: cytotoxic. actives 1.4% (n = 400,000); further: on the % scale 0 is the no-effect control and ±100 the full control effect; nearly all actives have a fitted effect of over 60% in size
#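 KB-3-1 cells, DMEM (no phenol red) + 10% FBS; compound by pin transfer, 72 h, 37 °C. Readout: CellTiter-Glo luminescence after 10 min. Data normalized, curve-fitted.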
# SW480 rereplic – inducers of DNA re-replication in SW480 colon cancer cells; actives 1.8% (n = 340,000); SW480 DNA re-replication, Hoechst DNA content imaging, 48 h; Potency, µM (highest dose often 46.1 µM), for the others: at the top dose re-replication activation, hits mostly activators; further: % of control where 0% means no effect; nearly all actives have a fitted effect of over 55% in size
#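 Image-based read-out: total Hoechst fluorescence of nuclei (405 nm excitation, 500-530 nm emission), with hits raising the fraction of high-intensity nuclei. SW480 colon cells incubated 48 hr with compounds at 37 C.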
# GLP-1R inv ag – acts as inverse agonist at human GLP-1 receptor. P43220. actives 1.6% (n = 410,000). HEK293 GLP-1R CRE-luciferase, luminescence, 24 h; GLP-1R form is constitutively active. Potency, µM (doses to about 38.3 µM), without a hit: at the highest dose activity change, negative = inhibition, actives largely listed as inhibitors; further: on the % scale 0 is the no-effect control and ±100 the full control effect; nearly all actives have a fitted effect of over 55% in size
#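 Inverse agonism was detected as reduced cAMP-driven luciferase luminescence after 24 h compound treatment. The cells were HEK293 clones expressing constitutively active human GLP-1R with the reporter. Reporter-only and GPR119 cell lines served as counterscreen controls.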
# KB-V1 cytotox – kills drug-selected multidrug resistant KB-V1 cells. Potency, µM (series often up to 46.1 µM), for the others: top-dose activity change, negative = cytotoxicity, most hits filed as cytotoxic. KB-V1 MDR cells viability, CellTiter-Glo, 72 h. AID 1347076. actives 3.4% (n = 400,000); further: on the % scale 0 is the no-effect control and ±100 the full control effect; nearly all actives have a fitted effect of over 60% in size
#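 KB-V1 cells (P-gp-expressing MDR subline of KB-3-1) in phenol-red-free DMEM with 10% FBS were exposed to library compounds over a concentration series for 72 h at 37 degrees C. Viability read by CellTiter-Glo luminescence; concentration-effect curves fitted after normalization.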
# An asterisk follows results filed as active; ? = inconclusive; . = not tested or not shown; [ ] = dose if it differs, or a comment. The call rests on the fitted dose curve; in most records, active means well fitted curve in the direction sought with a large enough effect; inconclusive means small, poorly fitted or top-dose-only effect, or another doubt; inactive means no such curve, though single readings can be large; an effect the other way counts as inactive or inconclusive. Potency means the concentration at half of the fitted maximal effect.
SMILES	TDP43 rescue	GLP-1R inv ag	GLP1R cytotox	KB-V1 cytotox	KB-3-1 tox	SW480 rereplic	GLP-1R agonist	HT1080-NT tox	HT1080 IDH1KD tx
CCOC(=O)Cn1c(=NC(=O)C2CC2)sc2c(C)cc(C)cc21	-7.3%	?	1.1%	-25.8%	-13.0%	-1.6%	-2.9%	-0.3%	7.7%
CCOC(=O)[C@]12CCCC=C1N(Cc1ccccc1)C(=O)[C@H](CC(=O)NCc1ccc(C)o1)C2	22.8%	-21.0%	-6.6%	-19.6%	0.7%	.	.	-1.4%	1.7%
C(=N\n1cnnc1)/c1ccc(N2CCOCC2)cc1	0.1%	-7.1%	2.0%	-1.4%	19.7%	-4.1%	10.4%	-1.6%	2.2%
Fc1ccc(N2CCN(c3nnnn3-c3ccccc3)CC2)cc1	22.8%	27.9%	-1.8%	-15.7%	0.0%	-6.1%	5.2%	-3.8%	11.8%
C=CCn1c(CNC(=O)c2ccccc2C)nnc1SCC(=O)NC1CCCC1	-2.4%	7.9%	-9.0%	-1.7%	-2.7%	-4.2%	-1.8%	12.3%	21.6%
Cc1c(C(=O)NC2CCCCC2)oc2ccccc12	17.3%	?	9.8%	-17.7%	-9.8%	-4.9%[9.22 µM]	?	0.7%	1.6%
O=c1[nH]c2ccccc2c(=O)n1Cc1ccccc1	-8.4%	3.4%	-3.3%	-2.8%	0.0%	-4.6%[9.22 µM]	29.8%	0.8%	3.8%
COC(=O)Nc1nnc(-c2ccc(OC)cc2)s1	-1.8%	0.2%	-10.6%	9.9%	0.5%	2.8%	15.9%	-9.1%	9.0%
O=C(Nc1cccnc1)c1scc2c1OCCO2	11.0%	38.4%[activator]	-9.0%	-0.2%	0.0%	-0.2%	-0.7%	1.1%	0.5%
CCOC(=O)/C(C#N)=C/Nc1ccccc1NS(=O)(=O)c1cccc(C(C)=O)c1	-5.6%	6.4%	-5.1%	26.1%	8.5%	-2.7%	4.1%	-0.2%	-0.6%
Cn1cc(S(=O)(=O)N2CCCCCC2)cc1C(=O)NCc1ccc(Cl)cc1	20.7%	?	2.7%	?	0.0%	.	-1.6%	.	.
Cc1onc(-c2ccccc2Cl)c1C(=O)Nc1cccc(-c2nc3ncccn3c2C)c1	-20.0%	37.2%[activator]	23.3%	8.2µM*	2.2%	6.7%	12.7%	-2.3%	-7.6%
COc1ccccc1N1CCN(C(=O)C(OC(C)=O)c2ccccc2)CC1 (configuration not stated)	?	-40.8%	23.2%	0.0%	-0.1%	-0.5%	-15.5%	-3.2%	-10.1%
O=C(C[C@@H]1C/C=C\C[C@@H](NC(=O)OCC2c3ccccc3-c3ccccc32)C(=O)OCCNC1=O)N[C@@H](CO)Cc1ccccc1	8.1%	-15.1%	1.6%	0.0%	0.0%	-6.3%	-1.2%	-1.0%	3.5%
O=C(/C=C\c1ccc2c(c1)OCO2)Nc1c2c(nn1-c1ccc(Cl)cc1)CSC2	7.4%	-12.2%	?	-13.0%	-5.9%	13.7%	-3.2%	-24.1%	-26.0%
CCCSC1=N/C(=C\c2ccsc2)C(=O)S1	-6.3%	1.4%	-10.3%	20.8%	19.5%	4.2%	-7.4%	14.4%	19.1%
COc1ccc(OC)c(N=Cc2c(O)[nH]c3ccccc23)c1	-8.9%	0.0%	29.5%	0.0%	13.1%	8.4%	4.2%	-9.5%	-9.0%
CCN(CCCNC(=O)C1CCCN(S(=O)(=O)CC)C1)c1cccc(C)c1 (configuration not stated)	-9.1%	?	5.0%	-7.7%	-6.8%	-0.2%	4.7%	1.9%	-4.4%
COC(=O)[C@@]1(Cc2ccccc2)[C@H]2C(=O)N(C)C(=O)[C@H]2[C@H]2CN=C(SCc3ccc(C)cc3)N21	16.6%	11.4%	-0.5%	?	15.1%	-8.8%[9.22 µM]	-2.9%	2.5%	5.8%
O=S(=O)(NN=C1CCCCCCC1)c1ccc(Br)cc1	-15.1%	4.1%	2.1%	-2.3%	-1.3%	-4.1%	-1.7%	-2.6%	-1.7%
O=C(CN1C(=O)c2ccccc2S1(=O)=O)NCc1cccs1	12.9%	6.4%	-15.3%	7.0%	-5.2%	7.0%	11.7%	0.0%	13.7%
O=C1c2cccc3cccc(c23)C(=O)N1Cc1ccco1	12.6%	27.3%	-1.9%	?	17.0%	3.3%	2.6%	-3.9%	0.0%
CCCC(=O)Nc1cc(C)c(NC(=O)c2cccs2)cn1	-11.6%	10.0%	11.7%	-12.0%	2.6%	-1.7%	3.6%	-8.0%	7.0%
C#CCOCCOCCOCCNc1nc(N2CCOCC2)nc(N2CCN(C(=O)[C@H](Cc3ccc(O)cc3)n3cc([C@@H](N)C(C)CC)nn3)CC2)n1 (some centres not stated)	-6.7%	4.5%	0.5%	11.8%	-8.4%	-2.9%	-2.6%	0.8%	-3.8%
COc1ccccc1/C=C/C(=O)OCC(=O)NNC(=O)c1ccccc1	9.4%	0.0%	2.1%	-4.9%	?	-2.9%	-14.4%	7.4%	25.6%
COc1ccc(Cc2noc(CN3CCN(C4CCc5ccccc5C4)CC3)n2)cc1OC (configuration not stated)	6.9%	-13.6%	15.8%	4.6%	-19.2%	2.0%	24.0%	-13.3%	?
CCC1CCCCN1C(=O)c1sc2nc(C)nc(N(CC)CC)c2c1C (configuration not stated)	?	?	3.6%	-22.4%	-9.2%	4.6%	2.7%	-6.8%	1.9%
COc1cc(Cl)c(C)cc1NC(=O)c1cccc(OC)c1OC	7.9%[9.22 µM]	?	30.8%[activator]	-7.8%	-9.1%	?	?	-7.9%	-10.1%
Cc1cc(C)c2oc(-c3ccc(C)c(NC(=S)NC(=O)/C=C/c4ccco4)c3)nc2c1	-1.8%	?	9.1%	-12.3%	-11.9%	1.7%	-16.8%	3.4%	0.4%
COc1ccccc1N1CCN(C(=O)c2c(-c3ccccc3)noc2C)CC1	12.6%	?	?	?	4.61µM*	?	0.0%	?	14.6µM*
Cc1ccc(C)c(-n2c(-c3ccco3)n[nH]c2=S)c1	-1.9%	-24.7%	8.6%	?	6.3%	8.9%	-15.4%	?	21.5%
NC(=O)c1ccc(SCC(=O)OCC(=O)NCC2CCCCC2)c([N+](=O)[O-])c1	-21.8%	22.8%	-14.9%	-1.2%	6.3%	-6.3%	4.8%	0.6%	-8.2%
O=C(NCc1ccccc1)C(c1cc2ccccc2o1)n1c(=O)c(-c2cc3ccccc3[nH]2)nc2ccccc21 (configuration not stated)	?	?	.	4.0%	-2.4%	.	.	-24.8%	?
Cc1ccc(-c2nn(-c3ccccc3)cc2C(=O)N2CCOCC2)cc1C	-12.4%	?	6.0%	-9.2%	?	-0.5%	19.0%	-2.4%	-3.5%
CCOc1ccccc1N1CC(C(=O)Nc2cccc(S(=O)(=O)N3CCCCC3)c2)CC1=O (configuration not stated)	-19.2%	-13.9%[7.66 µM]	-5.0%[7.66 µM]	-24.0%	-26.1%	0.1%	-1.9%	-10.9%	-3.5%
O=c1c2ccccc2ncn1CCc1ccncc1	-0.6%	11.3%	10.7%	-17.5%	22.7%	2.4%	-4.3%	28.9%	18.8%
C=C(C)C(=O)OCCCCCCOc1ccc(C(=O)O)cc1	?	0.2%	-12.5%	-5.0%	-5.7%	0.1%	-8.8%	-1.5%	0.0%
CN(C)CCCNC(=O)C[C@H]1C[C@H](C(=O)N2CCOCC2)[C@@]2(CCC3CCCC3)c3[nH]c4cc(-c5ccco5)ccc4c3CCN2C1=O	-8.1%	?	-17.5%	7.4%	?	-20.4%[9.22 µM]	-7.3%	?	?
COc1cc(/C=C/C(=O)O)cc(S(=O)(=O)Nc2cc(C(F)(F)F)ccc2N2CCOCC2)c1OC	5.5%	18.6%	3.9%	?	0.6%	-1.9%	-9.1%	0.1%	-16.4%
O=C(C1=C[C@H](c2coc3ccccc3c2=O)C[C@H](OCCCCO)O1)N1CCN(Cc2ccccc2)CC1	16.6%	-1.6%	?	2.0%	0.9%	-13.6%	0.5%	-13.8%	-9.6%

# 2 entries from above, reformatted:
mol: NC(=O)c1ccc(SCC(=O)OCC(=O)NCC2CCCCC2)c([N+](=O)[O-])c1
  TDP43 rescue = -21.8%
  GLP-1R inv ag = 22.8%
  GLP1R cytotox = -14.9%
  KB-V1 cytotox = -1.2%
  KB-3-1 tox = 6.3%
  SW480 rereplic = -6.3%
  GLP-1R agonist = 4.8%
  HT1080-NT tox = 0.6%
  HT1080 IDH1KD tx = -8.2%
mol: Cc1cc(C)c2oc(-c3ccc(C)c(NC(=S)NC(=O)/C=C/c4ccco4)c3)nc2c1
  TDP43 rescue = -1.8%
  GLP-1R inv ag = ?
  GLP1R cytotox = 9.1%
  KB-V1 cytotox = -12.3%
  KB-3-1 tox = -11.9%
  SW480 rereplic = 1.7%
  GLP-1R agonist = -16.8%
  HT1080-NT tox = 3.4%
  HT1080 IDH1KD tx = 0.4%

# (more compounds)
SMILES	TDP43 rescue	GLP-1R inv ag	GLP1R cytotox	KB-V1 cytotox	KB-3-1 tox	SW480 rereplic	GLP-1R agonist	HT1080-NT tox	HT1080 IDH1KD tx
CCCCN(C(=O)CSc1nnc(Nc2ccccc2)s1)c1c(N)n(CCC)c(=O)[nH]c1=O	0.4%	8.1%	-10.5%	13.7%	-0.2%	-62.6%[inhibitor]	7.5%	-6.6%	-3.4%
Cc1cccc(OCC(=O)NNC(=O)c2cc(S(=O)(=O)N(C)C)ccc2N2CCCC2)c1	18.3%	4.5%	0.3%	-10.0%	1.1%	-38.7%[inhibitor]	11.3%	3.1%	9.1%
CC(=O)Nc1ccc(/C=C/c2ccc3cccc([N+](=O)[O-])c3n2)cc1	-4.1%	27.1%	-13.8%	?	-1.8%	?	13.3%	?	?
Cc1ccccc1Cc1n[nH]c(=S)n1N	6.3%	9.3%	-6.5%[1.53 µM]	-6.2%	3.9%	0.7%	-2.3%	-4.1%	-1.6%
CCOC(=O)c1nc2cc3n(c(C)c-2c1C)C(C)C(C)=C3C (configuration not stated)	-1.5%	-10.0%	-5.2%	13.2%	?	-4.0%	-10.4%	-7.5%	-11.5%
